Growth percent in the NCI-60 one-dose screen (48 h, 10 µM unless noted): 100 = growth as untreated, 0 = no growth, -100 = all killed.
HCT-116 = HCT-116 colon cancer; 82,000 compounds, 7.3% hits; AID 1794798
NCI-H322M = NCI-H322M lung cancer; 80,000 compounds, 2.7% hits; AID 1794733
SNB-75 = SNB-75 CNS cancer; AID 1794750; 79,000 compounds, 5% hits
KM12 = KM12 colon cancer cells. AID 1794800. 82,000 compounds, 5% hits
HCT-15 = HCT-15 colon cancer; 82,000 compounds, 5.2% hits
HCC-2998 = HCC-2998 colon cancer | 79,000 compounds, 4.7% hits | AID 1794799
COLO 205 = COLO 205 colon cancer. 79,000 compounds, 7.3% hits. AID 1794742
HT29 = HT29 colon cancer; 81,000 compounds, 7.4% hits
SW-620 = SW-620 colon cancer; 82,000 compounds, 5.2% hits; AID 1794795
Numbers without * were called inactive; nt = no result given; & = joins results of further samples. The calls were made as follows: active = growth percent below 10; inactive = the rest.

SMILES	HCT-116	NCI-H322M	SNB-75	KM12	HCT-15	HCC-2998	COLO 205	HT29	SW-620
COc1cc(C2CC(c3ccccc3)=NN2)ccc1Oc1nc2c(c(=O)n(C)c(=O)n2C)n1C (configuration not stated)	93.1	107.9	68.7	101.6	96.5	102.9	124.2	93.7	107.4
CCn1c(=O)c(/C=N/Nc2nc(-c3ccccc3)cs2)c(O)c2ccccc21	93.9	101.5	nt	100.8	102.9	115.1	107.0	103.5	101.8
O=c1ccn(Cc2cn(-c3cc4ccccc4oc3=O)nn2)c(=O)[nH]1	100.0	95.9	94.6	103.4	109.2	103.5	118.4	98.9	103.5
CC(C)Sc1oc(-c2ccccc2)nc1S(=O)(=O)c1ccc(Br)cc1	77.2	101.1	77.3	92.1	94.3	103.3	115.2	89.5	96.6
CC(C)=Cc1cc(-c2cc(C=C(C)C)[nH]n2)n[nH]1	100.2	103.4	130.3	110.0	108.5	114.7	115.2	110.4	107.1
O=C(NNc1cc(N2CCCC2)nc(N2CCCC2)n1)c1ccccc1	91.7	91.7	100.5	80.5	nt	92.5	104.7	87.0	101.4
Cc1cc2nc3c4cc(Br)ccc4n(CCN(C(C)C)C(C)C)c3nc2cc1C	62.7	80.7	69.6	76.8	41.3	69.8	73.6	71.4	64.2
COc1ccc(C(=O)/C=C/c2ccc(/C=C/c3ccc(F)cc3)cc2)cc1	95.8	99.6	104.3	104.2	102.4	94.1	107.0	103.8	104.1
Cn1c(Cl)cc2c1-c1oncc1CCC2	103.0	95.3	87.7	97.5	93.0	109.2	102.2	106.0	101.1
CN(C)c1ccc(N=Nc2ccccn2)c(O)c1	24.7	21.9	42.7	24.5	31.6	33.6	17.3	24.1	26.5

Single records, as listed above. Screens in order: HCT-116 | NCI-H322M | SNB-75 | KM12 | HCT-15 | HCC-2998 | COLO 205 | HT29 | SW-620
Cc1cc2nc3c4cc(Br)ccc4n(CCN(C(C)C)C(C)C)c3nc2cc1C across the screens: 62.7 | 80.7 | 69.6 | 76.8 | 41.3 | 69.8 | 73.6 | 71.4 | 64.2
CN(C)c1ccc(N=Nc2ccccn2)c(O)c1 across the screens: 24.7 | 21.9 | 42.7 | 24.5 | 31.6 | 33.6 | 17.3 | 24.1 | 26.5
CC(C)Sc1oc(-c2ccccc2)nc1S(=O)(=O)c1ccc(Br)cc1 across the screens: 77.2 | 101.1 | 77.3 | 92.1 | 94.3 | 103.3 | 115.2 | 89.5 | 96.6
CCn1c(=O)c(/C=N/Nc2nc(-c3ccccc3)cs2)c(O)c2ccccc21 across the screens: 93.9 | 101.5 | nt | 100.8 | 102.9 | 115.1 | 107.0 | 103.5 | 101.8
O=c1ccn(Cc2cn(-c3cc4ccccc4oc3=O)nn2)c(=O)[nH]1 across the screens: 100.0 | 95.9 | 94.6 | 103.4 | 109.2 | 103.5 | 118.4 | 98.9 | 103.5

(cont.)
SMILES	HCT-116	NCI-H322M	SNB-75	KM12	HCT-15	HCC-2998	COLO 205	HT29	SW-620
c1ccc(-c2nc(-c3cccs3)no2)cc1	104.2	122.9	105.8	99.9	94.4	117.0	114.2	108.0	101.1
CC(=O)/C(Cc1ccccc1)=N/O	87.4	104.7	89.2	105.3	99.7	111.5	97.9	92.9	98.4
COc1ccc(N2C(=O)c3cc(Cl)ccc3NC2SCc2ccccc2)cc1 (configuration not stated)	73.8	97.1	94.9	96.9	82.0	106.4	114.1	84.1	102.8
COc1cc(C(=O)Nc2cccc(C3CCc4c(cc(OC)c(OC)c4OC)O3)c2)cc(OC)c1OC (configuration not stated)	67.5	96.5	78.6	77.5	63.7	99.7	68.8	83.5	90.6
CC(C)(C)c1cc(Br)cc(C(C)(C)C)c1O	104.3	96.7	95.7	104.7	105.0	103.0	113.4	112.6	112.1
CCCCC1(C)NC(=O)NC1=O (configuration not stated)	104.6	106.9	97.3	142.0	103.3	109.0	107.2	107.5	105.3
CCOC(=O)c1ccc2c(c1)nc(/C=C/c1ccc(OC)cc1)n2-c1cc(C(C)(C)C)[nH]n1	91.2	103.1	84.1	80.1	70.8	104.7	127.0	94.2	96.9
Cc1cccc(/C=C/c2ccccc2)n1	116.1	99.9	88.6	104.1	99.8	98.1	103.7	110.9	103.4
COc1cccc(C2C(=O)c3ccccc3-c3cn(Cc4ccccc4)c4cccc2c34)c1 (configuration not stated)	88.5	93.8	96.7	94.8	106.4	105.0	nt	113.7	109.4
CN1CCN(c2ccc(Nc3nc(NCCNS(=O)(=O)c4ccc(Br)cc4)c4sccc4n3)cc2)CC1	70.6	97.4	72.7	101.4	75.1	106.0	105.2	77.5	98.1

Compounds shown so far that have two or more sulfur atoms (2):
SMILES	HCT-116	NCI-H322M	SNB-75	KM12	HCT-15	HCC-2998	COLO 205	HT29	SW-620
CC(C)Sc1oc(-c2ccccc2)nc1S(=O)(=O)c1ccc(Br)cc1	77.2	101.1	77.3	92.1	94.3	103.3	115.2	89.5	96.6
CN1CCN(c2ccc(Nc3nc(NCCNS(=O)(=O)c4ccc(Br)cc4)c4sccc4n3)cc2)CC1	70.6	97.4	72.7	101.4	75.1	106.0	105.2	77.5	98.1

The results go on:
SMILES	HCT-116	NCI-H322M	SNB-75	KM12	HCT-15	HCC-2998	COLO 205	HT29	SW-620
CC(C)CCNC(=O)CCn1ccc(N2CCCCC2)cc1=O	99.6	98.4	83.6	104.4	97.8	113.5	104.1	105.1	97.9
Cn1cnc2c1c(=O)n(CCC(=O)Nc1ccccc1)c(=O)n2C	92.5	105.8	85.3	102.0	105.5	108.0	111.5	96.9	102.3
Cc1cc(=O)oc2cc(OC(=O)N3CCOCC3)ccc12	107.1	99.0	84.3	101.2	99.2	104.3	110.9	106.2	96.7
Cc1nc(-c2cc3ccccc3oc2=O)ccc1C(=O)/C=C/c1ccc([N+](=O)[O-])cc1	102.5	100.8	100.4	105.7	94.4	109.2	120.8	123.1	104.9
COC(=O)[C@]12CC[C@@H](C)[C@H](C)[C@@H]1C1=CC[C@@H]3[C@@]4(C)C(C=O)=C[C@@](C)(COC(=O)/C=C/c5ccccc5)C4=CC[C@@]3(C)[C@]1(C)CC2	52.4	95.9	69.1	70.9	87.0	74.5	84.0	83.8	89.7
O=C(CN1C(=O)c2ccccc2C1=O)Nc1ccccc1	102.7	118.2	85.6	109.2	102.1	110.8	108.6	109.9	100.5
NS(=O)(=O)c1cccc(Nc2nc(SCC(=O)c3ccccc3)nc3c2CCCC3)c1	101.1	103.8	94.1	100.1	102.8	110.9	111.9	103.7	102.2
CCCCN(CCCC)CCCn1c(=O)c2sc3ncccc3c2n2nnc(-c3ccccc3)c12	83.6	102.9	86.1	106.8	99.8	118.3	nt	74.4	100.1
C/C(=N/O)c1ccc(NC(=O)CSc2nnc(-c3cc(-c4ccccc4)nc4ccccc34)o2)cc1	87.6	91.6	89.3	96.1	96.4	99.3	118.6	108.5	97.4
C/C(=C\CSCC(NC(=O)CCC(=O)O)C(=O)O)CCCC(C)CCCC(C)CCCC(C)C (configuration not stated)	93.8	94.4	88.4	103.1	96.4	109.0	112.9	99.9	101.2
CNC(=O)c1cncc(Cn2nc(C)c(NC(=O)c3ccc(COc4ccc(C(F)(F)F)cc4C)cc3)c2C)c1	44.7	88.8	77.7	74.8	74.7	77.8	66.9	56.5	102.5
CC(C)C(C)C(N)C(=O)O (configuration not stated)	94.5	99.0	95.2	103.1	97.6	100.6	108.3	107.0	109.6
CSc1ncc(SC)c(Nc2ccc(C)c(Cl)c2)n1	84.5	87.6	78.8	94.9	85.6	101.2	91.8	85.0	99.0
C[C@H]1[C@H](C)CC[C@]2(C(=O)Nc3ccc4ncccc4c3)CC[C@]3(C)C(=CC[C@@H]4[C@@]5(C)CCCNC(C)(C)[C@@H]5CC[C@]43C)[C@H]12	-100.0*	63.1	78.2	-60.5*	-83.7*	-84.4*	-82.7*	-88.5*	-83.9*
CN1C(=O)/C(=C/c2ccc(N(C)C)cc2)S/C1=N/c1nccs1	67.6	87.5	63.1	100.4	74.0	85.1	108.8	76.4	94.0
Nc1nn2c(-c3cc4ccccc4oc3=O)ccnc2c1N=Nc1ccccc1	6.7*	65.4	40.0	92.0	82.5	105.2	114.5	123.6	93.0
Nc1cccc2ccc(S(=O)(=O)O)cc12	110.8&100.2&101.3	104.2&97.0&103.6	91.3&83.5&96.3	108.9&107.6&102.7	99.7&97.4&104.7	112.3&107.6&107.1	95.5&111.5&109.9	102.1&99.2&74.9	101.2&97.9&108.1
CCc1ccccc1NC(=O)/C(C#N)=C/c1ccc(OC)cc1	89.1	87.8	99.3	91.4	100.8	98.1	118.7	100.0	94.4
Cc1ccc(/C=C2\N=C3SCCCN3C2=O)c(C)c1	104.9	101.6	106.6	99.8	96.2	97.7	114.1	90.7	95.7
O=C(CSc1nnc(-c2cc(-c3ccc(Cl)cc3)nc3ccccc23)o1)c1ccccc1	95.9	96.2	69.2	90.0	96.8	95.7	99.5	82.1	99.4
Nc1ccc2c(c1)C(=O)OC2	109.8	101.1	99.9	95.3	107.0	99.4	107.7	105.6	98.1
CC(C)NC(=O)c1ccc(C(C)(C)C)cc1	106.9	108.6	110.8	101.8	103.7	103.2	105.7	81.1	99.2
Nc1ncc(-c2ccc(C(=O)O)cc2)nc1-c1ccc(C(F)(F)F)cc1	101.7	90.9	98.3	96.8	93.2	115.4	112.2	108.9	111.9
O=C1CCC(OC(=O)c2ccccc2)CC1	99.6	104.9	94.9	100.7	100.7	100.4	108.1	105.2	103.8
CCOC(=O)/C(F)=C/C1CC1CCc1ccc(OCC)cc1 (configuration not stated)	93.7	82.5	81.3	83.9	70.6	90.5	41.8	58.5	92.0
Cn1cccc1/C=C1\C(=O)Nc2ccccc21	102.0	87.9	90.3	21.8	50.9	48.8	121.0	103.4	99.5
Br[C@H]1CC2CCC1C2 (some centres not stated)	100.6	111.3	86.9	115.7	96.5	107.5	120.3	110.2	106.1
CN(C)n1cc(C#N)c(=O)[nH]c1=O	104.7	102.0	103.6	100.5	95.8	101.4	114.1	104.7	112.1
C[C@]12CC[C@H](O)CC1=CC[C@@H]1[C@@H]2CC[C@]2(C)C(c3cccnc3)=CC[C@@H]12	58.7	84.1	52.4	52.8	56.8	74.6	95.1	24.0	72.7
FC(F)(F)c1ccc(-c2nc(-c3nc4ncccc4[nH]3)cc3c2[nH]c2ccccc23)cc1	85.7	78.6	nt	93.6	95.1	110.4	100.7	88.3	102.6
CCCCOc1ccc(N=Nc2ccc(N)nc2N)cn1	98.7	107.5	99.2	95.7	86.3	98.6	120.8	99.8	114.0
Cc1ccc(S(=O)(=O)NCCCNc2nccc(-c3cn(C(C)(C)C)nc3-c3ccc(Cl)c(O)c3)n2)cc1	73.4	92.7	92.0	88.5	77.3	114.0	113.8	78.0	106.3
Clc1cccc(N=C2CCCCC2)c1	99.8	93.7	81.5	97.5	102.7	94.9	100.6	96.7	98.3
CCOc1cccc2sc(N(Cc3cccnc3)C(=O)C3CCCCC3)nc12	85.5	106.8	84.8	97.4	98.2	99.7	103.4	107.2	98.8
COC(=O)[C@@H](Cc1c[nH]c2ccccc12)NC(=O)CCCCOc1cc(O)c2c(=O)cc(-c3ccccc3)oc2c1	92.1	95.8	72.3	95.3	80.8	96.5	90.4	107.3	95.8
CCOC(=O)Cn1nnc(-c2ccc(OCc3ccccc3F)cc2)n1	80.1	98.7	57.8	75.6	88.5	100.3	102.7	92.4	83.3
CCCSc1nc(Oc2ccc(/C=C3/SC(=O)NC3=O)cc2)c(C#N)c(-c2ccc(F)cc2)n1	91.0	90.5	90.5	98.6	89.5	111.9	113.4	114.4	100.6
COCCOC(=O)NC(=O)Nc1ccc(/C(=N/O)c2ccc(Cl)cc2)cc1	4.2*	30.5	19.9	11.7	9.7*	-1.3*	-42.6*	-20.5*	29.0
N/C(=N\c1nc2ccccc2s1)NC(=O)NCc1cccnc1	90.9	98.6	89.4	85.8	74.8	92.4	115.4	90.2	102.7
COc1ccc(N)cc1Cl	98.2	96.0	92.6	95.8	106.4	94.5	111.3	99.3	112.8
CCOCC(O)(c1ccc(Cl)cc1)c1ccc(Cl)cc1	93.0	93.9	103.1	90.4	88.6	108.8	110.7	81.4	97.4
COc1ccc(C(=O)c2ccccc2OC)cc1	97.5	101.7	85.8	103.3	99.0	94.8	116.1	100.1	101.1
Nc1ccc(C2=NNC(=O)Cc3cc4c(cc32)OCCO4)cc1	98.9	101.6	70.9	92.6	100.9	108.4	108.7	113.6	104.1
O=S(=O)(NCCNc1nccc(-c2c(-c3ccc(F)cc3)nc3sccn23)n1)c1ccc2ccccc2c1	61.8	73.0	79.3	75.6	76.4	82.6	57.4	44.9	97.5
COc1ccc(NC(=O)C2=C(C)Nc3ncnn3C2c2ccc(OC)cc2)cc1 (configuration not stated)	108.7	107.2	94.1	105.6	99.6	116.1	127.1	97.8	108.0
Cc1cccc(N(C)C(=S)Oc2ccc3ccccc3c2)c1	85.9&90.3	95.2&109.0	125.1&98.1	101.8&112.0	98.3&105.4	107.9&79.1	112.6&119.7	98.0&107.7	105.0&98.3
CCCCCCCCCCCCCCCCCC1=NCCN1CCO	65.1	88.4	80.6	nt	61.7	61.3	84.8	61.5	65.2
O=C(/C=C/c1ccccc1Br)c1cccc(OCCCCOc2cccc(C(=O)/C=C/c3ccccc3Br)c2)c1	16.4	98.8	79.7	100.9	81.6	108.9	102.9	89.3	99.0
Cc1ccc(/C=N/NC(=O)C[N+](C)(C)C)cc1	115.7	126.6	92.7	104.4	100.9	111.5	103.0	98.4	103.6
COc1cccc(CNc2cccc3cn[nH]c23)c1O	102.3	nt	82.0	99.0	93.4	106.6	109.7	99.7	99.1
COc1ccc(C(=O)COc2ccc3c(c2)O/C(=C\c2ccc(OC)c(OC)c2)C3=O)cc1	86.7	106.0	84.9	111.9	97.9	30.4	104.2	104.1	98.4
COc1cc([N+](=O)[O-])ccc1C	101.9	105.0	65.5	99.1	99.1	98.8	109.6	110.9	91.2
